From PubChem
IL2 activator: activators of IL-2; activation, % (series mostly up to about 46 µM); hit rate 0.065% among 360,000; IL-2 activation reporter assay, cell-based qHTS; stimulated with anti-CD3/CD4/CD28 beads; in transgenic mouse T cells; in the data active = activation above about 50%; inconclusive = mostly about 30% to 49%; also: 0% is about no effect
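Unstimulated transgenic mouse T cells, 750 per well, received compound and, after 60 minutes, anti-CD3/anti-CD4 bead plus anti-CD28 stimulation. EGFP and DsRed were quantified after 18 hours.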
PLK1 PBD inh: PLK1 (human) polo-box domain binding inhibition; P53350; Plk1 PBD binding of FITC phosphopeptide, fluorescence polarization; Potency, µM, for inactives: max response, negative = inhibition, most hits filed as inhibitors; hit rate 2.8% among 360,000; AID 720504; also: potency is read from the fitted curve at half-maximal effect; series mostly up to about 57 µM; % is scaled to controls: 0 for no effect and ±100 for the full control effect; nearly all actives have a fitted effect of over 65% in size
EPAC1 ag: agonists of human EPAC1 | O95398 | EPAC1 agonist qHTS, biochemical assay; response scale: 100% = response to 6.5 mM cAMP | Potency, µM (doses to about 154 µM), for inactives: at the top dose activation, most hits filed as activators | hit rate 0.073% among 360,000 | AID 720707; also: potency is read from the fitted curve at half-maximal effect; nearly all actives have a fitted effect of over 60% in size
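Multi-concentration qHTS readout: loss of Rap1B-bound BODIPY-GDP fluorescence driven by 100 nM EPAC1 with excess GDP (50 uM), monitored kinetically at room temperature; agonist response expressed relative to 6.5 mM cAMP.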
WRN helicase inh: blocks human WRN helicase | Potency, µM (doses to about 114 µM), inactives show top-dose activity change, negative = inhibition, usual class: inhibitors | hit rate 0.46% among 360,000 | WRN helicase unwinding, fluorescent forked duplex, kinetic; also: potency is read from the fitted curve at half-maximal effect; % is scaled to controls: 0 for no effect and ±100 for the full control effect; nearly all actives have a fitted effect of over 55% in size
Target sequence (Q14191 whole entry, looked up): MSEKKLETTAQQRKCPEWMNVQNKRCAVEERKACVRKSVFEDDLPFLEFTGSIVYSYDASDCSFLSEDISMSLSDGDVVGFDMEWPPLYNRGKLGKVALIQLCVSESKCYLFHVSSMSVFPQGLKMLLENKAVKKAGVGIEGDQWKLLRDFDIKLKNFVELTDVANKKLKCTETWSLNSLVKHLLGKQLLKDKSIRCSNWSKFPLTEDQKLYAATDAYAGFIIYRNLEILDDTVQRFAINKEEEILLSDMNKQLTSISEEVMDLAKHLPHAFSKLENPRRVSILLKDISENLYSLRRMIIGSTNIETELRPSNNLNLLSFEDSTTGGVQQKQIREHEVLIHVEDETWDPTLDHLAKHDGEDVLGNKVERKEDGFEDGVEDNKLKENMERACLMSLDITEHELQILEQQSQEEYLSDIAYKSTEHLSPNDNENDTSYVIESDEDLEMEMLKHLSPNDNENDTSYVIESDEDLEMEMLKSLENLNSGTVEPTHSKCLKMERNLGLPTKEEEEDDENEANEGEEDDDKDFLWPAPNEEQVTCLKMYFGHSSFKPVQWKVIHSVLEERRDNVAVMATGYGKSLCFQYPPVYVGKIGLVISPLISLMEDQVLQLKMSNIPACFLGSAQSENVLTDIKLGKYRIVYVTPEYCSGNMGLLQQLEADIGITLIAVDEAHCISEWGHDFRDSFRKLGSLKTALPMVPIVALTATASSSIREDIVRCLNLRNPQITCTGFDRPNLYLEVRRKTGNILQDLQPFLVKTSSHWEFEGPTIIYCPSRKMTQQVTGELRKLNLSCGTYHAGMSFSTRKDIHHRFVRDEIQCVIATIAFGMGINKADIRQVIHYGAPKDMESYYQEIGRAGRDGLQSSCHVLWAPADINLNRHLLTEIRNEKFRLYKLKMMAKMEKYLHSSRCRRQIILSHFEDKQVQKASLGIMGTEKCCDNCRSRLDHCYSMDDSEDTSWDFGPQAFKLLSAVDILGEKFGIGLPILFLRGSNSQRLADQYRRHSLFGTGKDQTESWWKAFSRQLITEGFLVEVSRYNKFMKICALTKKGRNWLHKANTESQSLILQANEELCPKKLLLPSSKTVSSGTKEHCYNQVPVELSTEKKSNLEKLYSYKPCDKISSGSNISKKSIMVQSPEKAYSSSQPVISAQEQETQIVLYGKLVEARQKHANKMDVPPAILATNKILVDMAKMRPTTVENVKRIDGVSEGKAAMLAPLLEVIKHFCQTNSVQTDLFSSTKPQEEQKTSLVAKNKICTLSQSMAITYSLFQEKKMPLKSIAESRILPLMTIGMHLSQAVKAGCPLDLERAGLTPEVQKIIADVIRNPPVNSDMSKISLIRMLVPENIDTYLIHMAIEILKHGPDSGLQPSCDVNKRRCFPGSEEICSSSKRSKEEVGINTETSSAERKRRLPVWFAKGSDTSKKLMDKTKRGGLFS
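Fluorescence dequenching readout, ex 525 nm/em 598 nm, kinetic mode: forked duplex DNA (100 nM final) with adjacent fluorophore and quencher unwound by WRN (20 nM final) with 2 mM ATP. Compound preincubation 15 min, room temperature.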
EPAC1 antagonist: blocks human EPAC1 exchange factor. O95398. EPAC1 GEF assay, Rap1b-BODIPY-GDP exchange fluorescence. Potency, µM (titrated, usually from 115 µM), without a hit: at the highest dose activity change, negative = inhibition, hits mostly inhibitors. hit rate 0.14% among 360,000. AID 720709;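 also: potency is read from the fitted curve at half-maximal effect; plate controls were vehicle for no effect and positive control for full effect; nearly all actives have a fitted effect of over 50% in size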
PI5P4K alpha inh: blocks human PI5P4K alpha kinase activity; P48426; PI5P4Kalpha enzyme, ADP-Glo luminescence, 60 min; hits give low values; max response, %; hit rate 1.2% among 330,000; AID 652105; active = max response of -50% or lower; inconclusive = between -30% and -50%; inactive = -30% or higher; also: value at the top dose of about 77 µM; % is scaled to controls: 0 for no effect and ±100 for the full control effect
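Single end-point luminescence (ADP-Glo) quantified ADP from PI5P4Kalpha turnover; ATP 5 microM final, 1 h at RT, 0.1% CHAPS and 0.28 mM EGTA in HEPES pH 7.4.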
EPAC2 ag: agonists of human EPAC2 (RAPGEF4); hit rate 0.079% among 360,000; EPAC2 activation, biochemical qHTS; response scale: 100% = 6.5 mM cAMP response; Potency, µM (doses to about 154 µM), for inactives: top-dose activation, actives largely listed as activators; Q8WZA2; also: potency is read from the fitted curve at half-maximal effect; nearly all actives have a fitted effect of over 50% in size
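qHTS, titration series. 100 nM EPAC2 / 250 nM Rap1B-BODIPY-GDP / 50 uM GDP; RT; ex 480/em 540 nm, 5-min reads to 30 min. Norm. to 6.5 mM cAMP = activation.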
CCT chaperon mod: changes cytosolic chaperonin activity; hit rate 0.3% among 360,000; activity change, % (concentration not given with the values), hits read low; purified chaperonin ATPase assay, HTRF ADP detection, 30 min; in the data active = activity change below about -30%; also: % is scaled to controls: 0 for no effect and ±100 for the full control effect
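Nucleotide hydrolysis assay: TRiC at 20–40 nM final (set by batch activity) with 10 uM ATP, 30 min at 37 °C, in presence of 76 uM compound. Detection by competitive ADP HTRF, 30 min ambient.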
* marks the source's active call; other numbers are inactive results; ? = inconclusive; · = not tested or not shown; [ ] = dose if it differs, or a comment. Unless noted, calls follow the shape of the dose curve; as a rule, active = well fitted curve in the direction sought with a large enough effect; inconclusive = small, poorly fitted or top-dose-only effect, or another doubt; inactive = no such curve, though single readings can be large; an effect the other way counts as inactive or inconclusive. A portion of the library (hit frequency here may not be typical).

Results follow in this order: IL2 activator, PLK1 PBD inh, EPAC1 ag, WRN helicase inh, EPAC1 antagonist, PI5P4K alpha inh, EPAC2 ag, CCT chaperon mod
> NC(=O)c1ccc(NC(=O)C2CCCC2)cc1
    -0.2, 11%, 1%, -5%, -3%, 4, 4%, -2.0
> CCc1nc(N2CCN(C(=O)c3ccco3)CC2)c2c3c(sc2n1)CCCC3
    -0.9, -13%, 8%, -8%, 8%, -19, 1%, -2.4
> CCc1ccc(OCC(=O)Nc2ccc3[nH]ncc3c2)cc1
    -1.0, -11%, 2%, -1%, -11%, -17, -1%, -2.6
> Cc1c(N)cccc1-n1cnnn1
    0.3, 16%, -2%, 9%, 7%, 3, 7%, -1.9
> CCn1c2ccccc2c2cc(/C=N/O)ccc21
    0.0, -4%, 12%, -9%, ?, 13, 15%, -0.5
> O=[N+]([O-])c1ccc(N/N=C/c2ccccc2)c(F)c1
    -0.1, 2%, 1%, 2%, 0%, 17, -4%, -0.5
> O=C(O)c1ccc(CSCc2ccco2)cc1
    -0.4, -16%, 7%, -4%, 10%, -1, -4%, 0.2
> Cc1ccc(NC(=O)CS(=O)CC(=O)N(c2ccccc2)C(C)C(=O)NC2CCCC2)cc1 (stereo not given)
    0.5, -5%, 0%, -5%, 4%, ·, 3%, 0.4
> CC(=O)C1=C(O)C(=O)N(c2ccc(Br)cc2)C1c1ccc([N+](=O)[O-])cc1 (stereo not given)
    1.2, -17%, 5%, 0%, -23%, 5, -2%, 0.0
> COc1ccc(C=O)cc1CSc1ccccn1
    -0.4, 24µM*, 0%, -20%, -16%, 1, 10%, 0.7
> COc1ccccc1/C(C)=N/Oc1cc(N)cc([N+](=O)[O-])c1
    -0.5, 4%, -8%, -1%, 8%, 3, 14%, 0.1
> O=C(C1=C[C@H](c2ccc3c(c2)OCO3)C[C@H](OCc2ccc(CO)cc2)O1)N1CCCCCCC1
    0.2, -26%, -5%, -4%, -9%, -4, 17%, -2.6
> CCOn1c(=O)c(-c2ccc(Br)cc2)[n+]([O-])c2ccccc21
    -3.6, -5%, 7%, 9%, 15%, 0, 7%, -0.9
> Cc1ccc(NCCc2ccc(C)nc2)cc1
    2.4, -7%, 15%, 2%, -9%, 7, 3%, -0.1
> CCC(C)c1ccccc1NC(=O)CN(C)CC(=O)Nc1ccccc1SC (stereo not given)
    -4.6, 3%, -1%, -2%, 7%, 29, 5%, -6.8
> COc1ccc(N2C(=O)C(CC(=O)Nc3ccccc3)N(CCc3ccc(OC)c(OC)c3)C2=O)cc1 (stereo not given)
    -1.6, -1%, -8%, -1%, -8%, -7, 0%, -4.2
> CSc1nccc(N/N=C/c2ccccc2)n1
    1.1, -6%, 5%, 0%, 15%, 0, 18%, -2.5
> CC(C)(C)OC(=O)COc1cc(OCC(=O)OC(C)(C)C)c2c(=O)cc(-c3ccccc3)oc2c1
    -4.1, -10%, 3%, -17%, ?, ·, -14%, -3.0
> Cc1ccccc1NS(=O)(=O)c1ccc2c3c(cccc13)C(=O)N2C
    -1.2, -3%, ?, -14%, -10%, -1, -2%, 0.5
> O=C(Nc1cccc(Cl)c1)c1cc2c(=O)n3ccccc3nc2s1
    1.1, 1%, 6%, -2%, 16%, -7, 5%, -1.8
> CCN(C(=O)Cn1c(=O)n(-c2cc(OC)c(OC)c(OC)c2)c(=O)c2ccccc21)c1cccc(C)c1
    0.5, -13%, 2%, -1%, -26%, 1, -9%, -3.4
> Cc1ccccc1C(=O)c1cccn1CC(=O)NCCCc1ccccc1
    -2.3, -16%, 2%, -3%, -9%, -6, 9%, -2.0
> Oc1ccc(-c2sc(Nc3ccccc3)n[n+]2-c2ccc(F)cc2)cc1
    -0.4, -20%, -18%, 3%, -8%, -5, 5%, -1.9
> CN1CCN(c2ccc(S(=O)(=O)N3CCCCC3)cc2NC(=O)/C=C/c2ccc(Cl)c([N+](=O)[O-])c2)CC1
    -0.8, -6%, -45%[inhibitor], -21%, -26%, -6, 17%, 1.4
> CC(C)N(C)C1=CC(=O)C(N(C)C(C)C)=CC1=O
    -5.4, -12%, 0%, -34%, -26%, 4, -3%, -0.3
> CCC(=O)N(c1nnc(SC(C)C(=O)Nc2ccc(N3CCOCC3)cc2)s1)C1CC1 (stereo not given)
    -3.6, 2%, -4%, 3%, 2%, 3, 0%, -0.2
> Cc1ccccc1C(=O)NCC(=O)OC(C)C(=O)NC(C)CCc1ccccc1 (stereo not given)
    0.8, -6%, 9%, 5%, 1%, 5, 3%, -0.9
> Cc1oc2c(c1C(=O)Nc1cccc3ccccc13)CCCC2
    -2.1, 3µM*, 4%, -23%, -3%, ?, 20%, -0.4
> COc1cccc(-c2cc(C(F)(F)F)nc(N3CCCCC3)n2)c1
    -1.1, -7%, 13%, -4%, -21%, 19, 2%, -1.5
> COC(C(=O)NC1CC1)c1ccccc1 (stereo not given)
    1.1, -12%, 1%, -17%, 13%, 1, 0%, -1.4
> Clc1ccc2oc(-c3cccnc3)nc2c1
    -1.6, -6%, 1%, -8%, 4%, 5, 10%, -0.1
> CN(Cc1ccccc1F)c1nc(-c2cccs2)nc2ccccc12
    -3.1, -8%, 12%, ?, 9%, 8, -6%, -6.3
> O=C(CSc1nnc(-c2ccc(Cl)cc2)n1-c1ccc(Cl)cc1)N/N=C/c1ccccc1C(=O)O
    2.4, 0%, 1%, -2%, -11%, -12, -3%, -2.4
> COc1ccc(-c2c(C)nn(-c3ccccc3)c2N)cc1
    -2.8, -2%, 4%, 19%, 3%, ·, 5%, 0.4
> O=C(NCc1cccnc1)C(=O)NCC1CCCO1 (stereo not given)
    -3.4, -11%, 13%, -22%[57.1 µM], -12%, 1, -1%, 0.8
> COC(=O)c1cccc(Cn2c(Cl)c(/C=N/Nc3ccccc3C)sc2=O)c1
    0.6, -4%, -4%, -12%, 8%, -12, -3%, -1.3
> O=c1nc2ccccc2c2n1CC(CN1CCN(C(c3ccccc3)c3ccccc3)CC1)N2 (stereo not given)
    3.2, -4%, -1%, -5%, -21%, 8, 7%, 1.6
> C[C@H](NC(=O)c1ccco1)C(=O)Nc1ccc(S(=O)(=O)N2CCCC2)cc1
    -0.5, -12%, 4%, -4%, -2%, 0, 5%, -27
> O=C(c1ccc(Br)o1)N1CCN(C23CC4CC(CC(C4)C2)C3)CC1
    -2.8, -13%, 7%, -30%, 10%, 8, 9%, 0.2
> O=C(CCc1ccccc1)Nc1ccccc1C(=O)NCc1ccco1
    2.5, -11%, 5%, -4%, 0%, -1, 5%, 1.6
> CC(=O)[C@@]12O[C@@H]1C[C@H]1[C@@H]3CC[C@H]4C[C@@H](O)CC[C@]4(C)[C@H]3CC[C@@]12C
    -3.2, -16%, -4%, 3%, -6%, 4, 7%, -1.6
> CC1Cn2c(nc(=O)c3c2NCN(CCc2ccccc2)C3)S1 (stereo not given)
    -1.7, 5%, 4%, -3%[57.1 µM], -10%, -1, 4%, 0.2
> O=[N+]([O-])c1cccc(C(=Nc2ccccc2Cl)NO)c1
    -1.0, -6%, 8%, 1%, -1%, ·, 9%, -2.3
> N#Cc1nc(COc2ccc(F)cc2)oc1N1CCN(Cc2ccccc2)CC1
    -0.8, 0%, 10%, -8%, -14%, -5, 18%, -4.6
> O=C(Cc1cccs1)N1CCN=C1SCc1ccc(F)cc1
    -1.7, 3%, 7%, -27%, -15%, -15, 10%, -1.9
> O=C(N/C(=C\c1cccs1)C(=O)N1CCOCC1)c1cccs1
    0.5, -8%, -3%, 5%, 6%, -1, 10%, -2.6
> Nc1ccc(C(=O)N/N=C/c2cn(Cc3ccccc3)c3ccccc23)cc1
    -0.5, -6%, 2%, -20%, -7%, -22, 12%, -1.6
> CC(C)n1cc(CN2CCCC(C(=O)Nc3ccccc3Oc3cccnc3)C2)cn1 (stereo not given)
    -2.8, -2%, -10%, 2%, ?, 1, 3%, 0.3
> CCn1cc(Br)c(-c2nc3ccccc3c(=O)n2N)n1
    -1.4, -3%, 2%, 4%, 6%, ·, 1%, -3.5
> COc1ccc(CCNC(=O)Cn2c(=O)cnc3ccccc32)cc1
    -0.4, -1%, 0%, 3%, 17%, 1, 1%, -1.2

Remaining list, next part.
Results follow in this order: IL2 activator, PLK1 PBD inh, EPAC1 ag, WRN helicase inh, EPAC1 antagonist, PI5P4K alpha inh, EPAC2 ag, CCT chaperon mod
> O=C1CC(c2ccccc2)CN1Cc1ccccc1 (stereo not given)
    -0.6, 0%, 7%, -6%, 1%, ·, -2%, -1.4
> COc1cccc(C2CC(=O)Nc3c2c(=O)n(C)c(=O)n3C)c1OC (stereo not given)
    -2.6, -6%, -11%, 0%, -8%, 1, -3%, -2.9
> CCC(C)C(=O)Nc1ccc(OC)cc1[N+](=O)[O-] (stereo not given)
    -4.2, 1%, -5%, -8%, 14%, 1, 4%, -2.0
> CC1(C)OC(c2ccccc2)=C/C(=C/C=C2C(=O)c3ccccc3C2=O)O1
    -12, 3%, -4%, 3%, 16%, -7, -6%, -2.9
> COc1ccccc1NC(=O)C(CC(C)C)NC(=O)C1CCCCC1 (stereo not given)
    -0.6, 2%, 1%, 8%, 11%, ·, -8%, 0.4
> Cc1cccn2c(CN(C)CC3Cc4ccccc4O3)c(C(=O)N3CCCCC3)nc12 (stereo not given)
    -2.7, -7%, -4%, -1%, 7%, 1, -1%, -1.5
> CC(c1ccccc1)N1C(=O)NC(NC(=O)c2cccnc2)(C(F)(F)F)C1=O (stereo not given)
    18, -1%, 0%, -3%, 0%, 7, 1%, -2.3
> COc1cc(S(=O)(=O)N2CCCCC2)c(OC)cc1Br
    -0.2, -4%, 15%, 3%, 0%, 0, 11%, -0.4
> COC(=O)c1cccc(CSc2nc(-c3ccccc3)c(C#N)c(=O)[nH]2)c1
    -0.5, ?, 2%, -6%, -3%, ?, 2%, -3.2
> CCCCCCc1cc2cc(-c3nnc(-c4ccccc4OC)o3)c(=O)oc2cc1O
    10, -26%, ?, 45µM*, 87%[activator], -88*, -22%, 0.1

Some of the entries so far, as comma-separated lines.
SMILES,IL2 activator,PLK1 PBD inh,EPAC1 ag,WRN helicase inh,EPAC1 antagonist,PI5P4K alpha inh,EPAC2 ag,CCT chaperon mod
CCN(C(=O)Cn1c(=O)n(-c2cc(OC)c(OC)c(OC)c2)c(=O)c2ccccc21)c1cccc(C)c1,0.5,-13%,2%,-1%,-26%,1,-9%,-3.4
O=C1CC(c2ccccc2)CN1Cc1ccccc1 (stereo not given),-0.6,0%,7%,-6%,1%,·,-2%,-1.4
O=C(CCc1ccccc1)Nc1ccccc1C(=O)NCc1ccco1,2.5,-11%,5%,-4%,0%,-1,5%,1.6
CCC(C)C(=O)Nc1ccc(OC)cc1[N+](=O)[O-] (stereo not given),-4.2,1%,-5%,-8%,14%,1,4%,-2.0
